Screens deposited in PubChem BioAssay by The Scripps Research Institute Molecular Screening Center.
ASAP1 GAP inh – inhibitors of human ASAP1 ArfGAP activity, primary screen, biochemical, fluorescence polarization. Arf-GAP with SH3 domain, ANK repeat and PH domain-containing protein 1 (Homo sapiens), …. ASAP1-stimulated ARF1 GTP hydrolysis, GDP FP detection. inhibition, % at 16.5 µM. 360,000 compounds, 0.19% hits; in the data active means inhibition above about 25%;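 further: 0% = vehicle with enzyme and substrate and 100% = no enzyme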
Tn6 DDE FP – inhibitors of Tn6 peptide binding to fibrin DD(E), primary screen, biochemical, fluorescence polarization, human fibrin, Tn6 probe. Fibrin DD(E) TRITC-Tn6 fluorescence polarization displacement. 370,000 compounds, 0.21% hits. inhibition, % at 8.3 µM. Fibrinogen beta chain (Homo sapiens), P02675;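 active means inhibition above a per-campaign cutoff: mean of compounds within control limits plus 3 SD, cut at about 15% in these data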;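 further: 0% = median of all compound wells on the plate and 100% = blocking peptide control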
TDP2 absorb – human TDP2 enzyme inhibitors, primary screen, biochemical, epi absorbance, recombinant enzyme; Tyrosyl-DNA phosphodiesterase 2 (Homo sapiens), O95551; T5PNP hydrolysis, p-nitrophenol absorbance 415 nm; inhibition, % at 12.8 µM; 370,000 compounds, 0.34% hits; AID 720702, 2013;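 active means inhibition above the mean of all tested compounds plus 3 SD, set per campaign, cut at about 25% in these data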;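 further: 0% = DMSO with enzyme and 100% = buffer with substrate but no TDP2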
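test system = human TDP2 enzyme | input = TDP2 enzyme at 120 nM final | medium = 50 mM Tris-HCl pH 7.5 with Mg2+, KCl, DTT, BSA | also added = T5PNP substrate, 5 mM | times = 2 h at 37 °C | technique = epi absorbance | benchmarks = high control without enzyme, low control DMSO plus TDP2 | replication = each compound tested once, singlicate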
ARFGAP1 inh – inhibitors of rat ARFGAP1 GAP activity, primary screen, biochemical, fluorescence polarization, GDP tracer; Arfgap1-stimulated ARF1 GTP hydrolysis, GDP FP detection; 360,000 compounds, 0.26% hits; ADP-ribosylation factor GTPase-activating protein 1 (Rattus norvegicus), Q62848; inhibition, % at 16.5 µM;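 active means inhibition above a per-plate limit, mean inhibition of low control wells plus 3 SD, cut at about 25% in these data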;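 further: 0% = DMSO wells with enzyme and 100% = wells lacking Arfgap1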
Target sequence (Q62848 1-136 limits assumed): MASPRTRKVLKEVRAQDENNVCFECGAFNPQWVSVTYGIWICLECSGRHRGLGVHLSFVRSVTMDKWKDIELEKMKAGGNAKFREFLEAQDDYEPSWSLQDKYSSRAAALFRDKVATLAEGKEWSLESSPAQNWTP
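Assay system: Rat Arfgap1 GAP domain (His6, aa 1-136), purified enzyme | Buffer or medium: HEPES 25 mM pH 7.5, NaCl 150 mM, MgCl2, DTT | Schedule: GTP hydrolysis reaction 2 h at 25 °C | Signal: FP of antibody-bound GDP Alexa 633 tracer, ex 620/em 688 nm | Measure: Percent inhibition of Arfgap1-stimulated GTP hydrolysis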
proKLK7 act – proKLK7 zymogen activators, primary screen, biochemical, fluorescence intensity | Kallikrein-7 (Homo sapiens), P49862 | purified proKLK7, EDANS-DABCYL substrate fluorescence; 100% is mature enzyme control, 0% vehicle | activation, % at 7 µM | 370,000 compounds, 0.9% hits | AID 652039, 2013;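 active means activation above the mean of all tested compounds plus 3 SD, computed per campaign excluding outliers beyond control limits, cut at about 13% in these data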
Target sequence (P49862 whole entry, looked up): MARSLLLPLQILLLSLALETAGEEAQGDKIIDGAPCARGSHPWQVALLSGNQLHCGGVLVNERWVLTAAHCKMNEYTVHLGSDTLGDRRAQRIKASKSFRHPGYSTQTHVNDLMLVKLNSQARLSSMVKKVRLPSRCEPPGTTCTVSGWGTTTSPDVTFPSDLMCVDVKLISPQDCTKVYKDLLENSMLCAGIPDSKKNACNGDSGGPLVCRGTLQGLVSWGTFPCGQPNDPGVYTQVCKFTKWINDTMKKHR
ADAM17 inh – ADAM17 inhibitors, primary screen, biochemical, QFRET. Disintegrin and metalloproteinase domain-containing protein 17 (Homo sapiens), P78536. recombinant ADAM17, EDANS/DABCYL FRET peptide cleavage. inhibition, % at 6.95 µM. 370,000 compounds, 0.83% hits. AID 720648, 2013;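 active means inhibition above the mean of compounds lying between control limits plus 3 SD, set per campaign, cut at about 8.5% in these data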;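 further: 0% = DMSO-only wells as the low control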
Target sequence (P78536 215-824 limits assumed): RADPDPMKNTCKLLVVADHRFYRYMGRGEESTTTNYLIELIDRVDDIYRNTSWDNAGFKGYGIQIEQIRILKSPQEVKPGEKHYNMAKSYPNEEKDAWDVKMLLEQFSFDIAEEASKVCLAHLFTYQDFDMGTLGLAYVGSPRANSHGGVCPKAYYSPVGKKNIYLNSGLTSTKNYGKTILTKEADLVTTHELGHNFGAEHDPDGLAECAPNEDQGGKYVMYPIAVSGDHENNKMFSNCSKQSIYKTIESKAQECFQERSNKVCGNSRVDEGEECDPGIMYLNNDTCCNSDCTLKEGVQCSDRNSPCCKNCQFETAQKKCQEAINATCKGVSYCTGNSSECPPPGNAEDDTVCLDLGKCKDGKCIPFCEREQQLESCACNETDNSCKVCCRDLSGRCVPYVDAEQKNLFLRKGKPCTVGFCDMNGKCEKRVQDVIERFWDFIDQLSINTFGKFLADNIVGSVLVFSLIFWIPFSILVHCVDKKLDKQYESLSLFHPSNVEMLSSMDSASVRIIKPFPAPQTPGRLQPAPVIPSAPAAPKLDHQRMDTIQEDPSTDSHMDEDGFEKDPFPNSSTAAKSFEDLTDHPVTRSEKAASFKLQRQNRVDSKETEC
LEDGF integ inh – blockers of LEDGF/p75-dependent integrase strand transfer – biochemical, TR-FRET, high throughput, primary screen; HIV-1 integrase (with human LEDGF/p75); TR-FRET IN-LEDGF/p75 DNA integration, Eu/Cy5; inhibition, % at 3.7 µM; 370,000 compounds, 0.64% hits; AID 743269, 2014;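 active means inhibition above the screen-wide mean plus 3 SD, cut at about 13% in these data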;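 further: signal is the Cy5 over europium emission ratio at 671 and 618 nm; 0% = plate median of compound wells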
PLC-gamma1 inh – PLC-gamma1 enzyme inhibitors, primary screen, biochemical, fluorescence, purified enzyme; 1-phosphatidylinositol 4,5-bisphosphate phosphodiesterase gamma-1 (Homo sapiens), P19174; fluorogenic substrate; inhibition, % at 12.2 µM; 370,000 compounds, 0.84% hits; in the data active means inhibition above about 9.5%
ADAM10 inh – human ADAM10 inhibitors, primary screen, biochemical, QFRET, HTS; Disintegrin and metalloproteinase domain-containing protein 10 (Homo sapiens), O14672; recombinant ADAM10, EDANS/DABCYL FRET peptide cleavage, 3 h; inhibition, % at 7 µM; 370,000 compounds, 0.62% hits; AID 720582, 2013;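 active means inhibition above a per-campaign cutoff equal to the mean of compounds falling between control-based bounds plus 3 SD, cut at about 20% in these data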;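 further: 0% = DMSO wells while the 100% control is not disclosed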
Tn7 DDE FP – inhibitors of Tn7 peptide binding to fibrin DD(E), primary screen, biochemical, fluorescence polarization, human fibrin, Tn7 probe | Fibrinogen beta chain (Homo sapiens), P02675 | FP displacement of FITC-Tn7 peptide from fibrin DD(E); 0% = median of compound wells per plate | inhibition, % at 8.3 µM | 370,000 compounds, 0.13% hits | AID 720508, 2013;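 active means inhibition above the mean of compounds falling within the control limits plus 3 SD of them, cut at about 14% in these data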;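 further: 0% = plate median of compound wells and 100% = 10 µM Aha-Tn7 peptide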
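Test system – human fibrin DD(E) · Times – 10 min preincubation, 3 h with tracer, room temperature · Detection – fluorescence polarization of the labelled Tn7 tracer · Measure – percent inhibition normalized to high-control wells · Benchmarks – high control wells with 10 µM unlabelled Aha-Tn7 peptide (full inhibition) · Repeats – singlicate testing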
Active calls of the source: *. Not a hit list. About 4.2% of those tested had a hit in this group.

The line under a structure holds: ASAP1 GAP inh, Tn6 DDE FP, TDP2 absorb, ARFGAP1 inh, proKLK7 act, ADAM17 inh, LEDGF integ inh, PLC-gamma1 inh, ADAM10 inh, Tn7 DDE FP
Cc1ccccc1Nc1c(-c2ccc(N3CCOCC3)cc2)nc2cnccn12
 : 18, -10, 1, 1, -1.8, -19, -1, -289, -50, -4
CCC1Oc2ccc(C)cc2N(CC(=O)NCC2COc3ccccc3O2)C1=O (stereo not drawn)
 : 12, -6, -4, 4, -0.2, -1, 0, 1, -4, -1
C(=C\c1ccccc1)/CSc1ccccn1
 : -1, -10, 5, -3, -0.6, -4, -2, 0, -2, 0
O=C(CSc1ccc(Cl)cc1)Nc1cc(-c2nc3ncccc3o2)ccc1Cl
 : 6, -15, 8, 8, -0.6, -2, 2, -16, -5, -3
COCCNC(=O)/C(C#N)=C/c1cccc(NC(=O)c2ccccc2Cl)c1
 : 0, -1, 3, -1, -0.3, 0, 2, 1, -5, 0
CCOC(=O)C1=C(O)/C(=C/c2ccc(OCC(=O)O)c(OC)c2)SC1=Nc1ccc(OCC)cc1
 : -1, -5, -3, -4, -4.7, 0, 2, -26, 6, 0
N#C/C(=C\c1cccs1)C(=O)NCc1ccco1
 : 8, -5, -9, 9, -1.3, -2, -2, 8, -7, -4
CCOc1ccc(NC(=O)CSc2nc3ccccc3c(=O)n2Cc2cccs2)cc1
 : -8, 3, -2, 3, 0.3, 0, -2, 0, 0, -10
COc1ccc(S(=O)(=O)N(C)C[C@H]2Oc3c(NC(=O)CCC(F)(F)F)cccc3C(=O)N([C@H](C)CO)C[C@@H]2C)cc1
 : -2, 2, -1, 8, 0.0, 0, -2, -2, -2, 8
N#Cc1ccccc1CSc1nc2ccc(NC(=O)c3ccccc3C(=O)O)cc2s1
 : 6, 9, 8, 8, -0.3, 0, -2, -10, -9, 1
CC(=O)Cc1nsc(Nc2ccc3c(c2)OCCO3)n1
 : -2, -1, -6, 1, -0.7, 0, -3, 0, 4, 3
C/C(=N\Nc1nc2ccccc2[nH]1)c1ccc2c(c1)OCO2
 : -2, -8, -7, -7, 0.0, -2, 3, -6, 0, 1
Cc1cccc(NS(=O)(=O)c2cccc(C(=O)NCc3ccccc3CN3CCOCC3)c2)c1
 : 10, 0, 11, 3, 0.5, 1, 3, -1, 2, -1
O=C(CN(Cc1ccccc1)C(=O)CNS(=O)(=O)c1ccc(Cl)cc1)NCC1CCCO1 (stereo not drawn)
 : -13, 1, -1, 9, -0.6, 1, 6, 1, 1, 0
COc1ccccc1OCC(=O)Nc1ccc(S(=O)(=O)Nc2cc(C)on2)cc1
 : 1, -1, -7, -6, -1.2, -5, -5, 0, 6, 1
Cc1ccc(S(=O)(=O)N(C)C[C@H]2Oc3cc(Br)ccc3S(=O)(=O)N([C@H](C)CO)C[C@@H]2C)cc1
 : -14, 9, 2, -6, 0.1, 2, -11, -1, -4, 5
O=C(c1ccc(Cl)c(Cl)c1)N1CCC(=O)N(C(COCc2ccccc2)Cc2ccccc2)CC1 (stereo not drawn)
 : -4, 1, 0, 3, -0.6, 4, -2, 0, 3, -2
CCOc1ccccc1N1CCN(CC(=O)Nc2ccnn2C2CCCC2)CC1
 : -19, 1, -6, -9, 0.1, 4, 0, 3, 3, 2
O=C(CCN1C(=O)/C(=C/c2ccccc2Cl)SC1=S)NN1CCOCC1
 : 3, 4, 0, 8, -0.2, 0, -2, 4, 0, 0
O=C(CN(Cc1ccccc1)C(=O)CNS(=O)(=O)c1ccc(F)cc1)NCC1CCCO1 (stereo not drawn)
 : 9, 12, -5, -5, -0.1, -3, -3, -1, -4, 3
COc1ccc(S(=O)(=O)N2CCc3ccccc32)cc1[N+](=O)[O-]
 : 4, 9, 5, -3, -0.5, 6, -1, 2, 5, 10
CC1=C(C(N)=O)C(c2cccs2)NC(=S)N1 (stereo not drawn)
 : -7, -6, -12, 2, -0.2, 1, 2, 2, 10, -5
COc1ccc(C(C)=O)cc1COC(=O)CNC(=O)C1CCCCC1
 : -6, 1, -6, 8, -0.7, -3, 1, -1, 0, 1
Cc1ccccc1C(=O)/C=C1/SCC(=O)N1C
 : 8, -4, 10, 7, -0.3, -1, 2, -6, 10, 0
CCc1c(-c2ccc(Cl)cc2)ncn1CCc1ccccc1OC
 : -2, -11, 2, 7, 0.5, 3, 3, 2, 14, 4
CC/C(=N\NC(=O)c1ccc(N(C)C)cc1)c1ccccc1
 : -2, -6, 2, 1, 0.6, 0, -6, -25, 0, 2
O=C(NCc1ccco1)c1ccc(CS(=O)(=O)Cc2ccc(Cl)cc2)o1
 : -3, 2, 7, -10, 0.3, -6, -3, 0, 2, 0
O=C(Nc1ccc(Oc2ccccc2)nc1)C1CCN(Cc2ccccc2)CC1
 : 0, 1, 7, -7, -0.3, 1, -2, 0, -5, -3
CCc1ccc(-n2c(SCc3c(C)noc3C)nnc2-c2ccncc2)cc1
 : 10, 2, 6, -2, 0.2, -1, 2, 7, 3, 4
CC1(C)Cc2c(C#N)c(NCCN3CCOCC3)nc(-c3ccco3)c2CO1
 : 0, -5, -2, 10, 1.4, -38, 3, -72, -151, 8
Cc1ccc(S(=O)(=O)NCCNc2ccc([N+](=O)[O-])cc2C(F)(F)F)cc1
 : 12, -3, -1, 11, -0.8, 2, 0, 3, 11, 6
O=C(CCc1ccccc1)NCCC1=CCCCC1
 : 5, -6, -1, 5, 0.7, -4, 0, -2, -9, 4
Cc1ccc(C)c(NC(=O)Cc2nc(CNCC(C)C)cs2)c1
 : -4, 7, 10, 3, 0.5, 2, -5, -1, -2, -4
COc1cc([N+](=O)[O-])ccc1-c1ccc(C(=O)Nc2ccc(NC(C)=O)cc2)o1
 : 7, 7, 5, 1, -0.6, -2, 2, 0, -5, 4
COc1ccc(CC(=O)Nc2nn(C)c3nc4c(C)cccc4cc23)cc1
 : 0, 0, 11, 4, -2.5, -5, -3, -20, -12, -3
Nc1c(NC2CCCCC2)c2ccccc2oc1=O
 : 4, -1, 5, -1, -1.1, -4, -1, 0, -1, 1
O=C(COC(=O)c1ccc[nH]c1=O)NC1CC1
 : 3, -3, 2, 11, 0.2, -5, -6, 6, -21, 4
CC(C)[C@H](NC(N)=O)C(=O)Nc1cccc([N+](=O)[O-])c1
 : -7, 5, -1, 7, -0.8, 0, 3, 5, -1, -4
NNC(=O)Cn1c(-c2ccccc2)cc(=O)n2ncnc12
 : -4, -2, 7, 2, 0.9, -4, -2, 2, -5, 5
CC(CNC(=O)Cn1cnc2c(NCc3ccccc3)ncnc21)c1ccccc1 (stereo not drawn)
 : -6, -12, 1, 8, -0.8, -5, -3, -2, -8, -4
Cc1ccc(Cl)cc1-n1c(=O)cc(N2CC(C)OC(C)C2)[nH]c1=O (stereo not drawn)
 : -11, 7, -4, -6, 0.3, -3, 2, 3, 5, 1
CN(C)C(=O)c1ccccc1Sc1ccc(Cl)cc1Cl
 : 6, -7, 4, 0, 0.1, -3, 1, -3, -9, 1
COC1CCN(C(=O)c2cc(COc3cc(C)ccc3C)on2)CC1
 : -14, 10, 8, -18, 0.4, 0, 0, 1, -1, 8
O=C(CCNC(=O)C1CCN(S(=O)(=O)c2ccccc2)CC1)NCCc1cccc(F)c1
 : 5, 9, -10, 15, -0.1, 0, -1, -2, 6, 3
CC(C)(CO)CNC(=O)CC1C(=O)NCCN1CC(c1ccccc1)c1ccccc1 (stereo not drawn)
 : 5, 1, 0, -1, 1.2, -10, -2, -3, -7, 0
CC(C)c1nc(NCCN2CCOCC2)c(C#N)c2c1COC(C)(C)C2
 : 3, -9, 8, 0, 1.1, -10, 2, -39, -40, -7
CCN(CC)C(=O)Cn1cc(C(=O)C2CC2)c2ccccc21
 : 15, -2, 7, 7, 0.4, -4, -2, 1, 2, 3
O=C(/C=C(\Nc1cccc(OC(F)F)c1)c1ccccc1)c1ccccc1
 : 2, 4, 2, 0, -0.4, -4, -3, 0, -9, 5
CCCOP(=O)(c1ccc(N(C)C)cc1)C(O)c1ccccc1OC (stereo not drawn)
 : 0, -2, -24, 1, -0.2, -1, 2, 10*, 2, 5
CCOc1ccc(S(=O)(=O)Nc2cc(C)ccn2)c2ccccc12
 : 1, 11, 7, 3, 0.3, -5, 0, -4, -9, 4
